Bioassay records (PubChem BioAssay)
G9a block: qHTS Assay for Inhibitors of Histone Lysine Methyltransferase G9a; Histone-lysine N-methyltransferase EHMT2 (Homo sapiens), Q96KQ7; G9a H3K9 monomethylation, AlphaScreen, 2 h; Potency, µM (top dose mostly 102 µM), for inactives: at the highest dose activity, negative = inhibition, most hits filed as inhibitors; hit rate 8.8% among 350,000; AID 504332, 2011; further: on the % scale 0 is the no-effect control and ±100 the full control effect; nearly all actives have a fitted effect of over 75% in size
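G9a (20 nM) preincubated 15 min RT with compounds, then 500 nM biotinylated H3K9 peptide and 20 uM SAM added; 2 h RT reaction. Monomethyl-H3K9 product detected by AlphaScreen with anti-H3K9me1 antibody, streptavidin donor and anti-rabbit IgG acceptor beads.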
BAZ2B block: qHTS Assay for Inhibitors of BAZ2B. hit rate 4.4% among 360,000. AlphaScreen BAZ2B-H3K14Ac peptide displacement. Potency, µM (doses to about 114 µM), for inactives: at the top dose activity change, negative = inhibition, usual class: inhibitors; further: on the % scale 0 is the no-effect control and ±100 the full control effect; nearly all actives have a fitted effect of over 60% in size
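Compounds, titrated to a top concentration of 110 uM, were incubated 30 min at room temperature with preformed BAZ2B/acetyl-K14 H3 peptide complex (50 nM each). Proximity signal was measured by AlphaScreen after 20 min with beads.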
BLM helicase inh: qHTS Assay for Inhibitors of Bloom's syndrome helicase (BLM). RecQ-like DNA helicase BLM (Homo sapiens), P54132. recombinant BLM DNA unwinding, fluorescence dequenching. Potency, µM (highest dose often 56.1 µM), for inactives: top-dose activity change, negative = inhibition, usual class: inhibitors. hit rate 0.2% among 350,000. AID 2528, 2010;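 further: plate controls were vehicle for no effect and no enzyme for full effect; nearly all actives have a fitted effect of over 35% in size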
APEX1 inh: qHTS Assay for Inhibitors of the Human Apurinic/apyrimidinic Endonuclease 1 (APE1); DNA repair nuclease/redox regulator APEX1 (Homo sapiens), P27695; recombinant APE1, TAMRA/BHQ-2 abasic DNA cleavage fluorescence; Potency, µM (doses to about 65.8 µM), inactives show top-dose activity change, negative = inhibition, actives largely listed as inhibitors; hit rate 0.35% among 350,000;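 further: plate controls were vehicle for no effect and reference inhibitor for full effect; nearly all actives have a fitted effect of over 55% in size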
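Enzyme (0.75 nM final) and test compound are incubated 15 min at room temperature before adding 50 nM quenched THF abasic-site duplex. Cleavage dequenches TAMRA, followed at 525/598 nm over three reads one minute apart.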
POLH inh: qHTS for Inhibitors of Polymerase Eta; hit rate 1.2% among 390,000; recombinant Pol eta, fluorescent DNA replication assay; AID 588591, 2011; Potency, µM (highest dose often 114 µM), for inactives: at the highest dose activity change, negative = inhibition, actives largely listed as inhibitors; DNA polymerase eta (Homo sapiens), Q9Y253; further: on the % scale 0 is the no-effect control and ±100 the full control effect
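Pol eta (10 nM) was preincubated with compounds for 15 min at room temperature, after which fluorescent replication substrate (50 nM final) was added to start the reaction. Fluorescence was read kinetically at 0 and 10 min.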
POLK inh: qHTS for Inhibitors of Polymerase Kappa; DNA polymerase kappa (Homo sapiens), Q9UBT6; purified Pol kappa, fluorescent DNA synthesis assay, 10 min; Potency, µM (series often up to 107 µM), inactives show at the highest dose activity, negative = inhibition, actives largely listed as inhibitors; hit rate 0.53% among 400,000; further: on the % scale 0 is the no-effect control and ±100 the full control effect
Target sequence (Q9UBT6 whole entry, looked up): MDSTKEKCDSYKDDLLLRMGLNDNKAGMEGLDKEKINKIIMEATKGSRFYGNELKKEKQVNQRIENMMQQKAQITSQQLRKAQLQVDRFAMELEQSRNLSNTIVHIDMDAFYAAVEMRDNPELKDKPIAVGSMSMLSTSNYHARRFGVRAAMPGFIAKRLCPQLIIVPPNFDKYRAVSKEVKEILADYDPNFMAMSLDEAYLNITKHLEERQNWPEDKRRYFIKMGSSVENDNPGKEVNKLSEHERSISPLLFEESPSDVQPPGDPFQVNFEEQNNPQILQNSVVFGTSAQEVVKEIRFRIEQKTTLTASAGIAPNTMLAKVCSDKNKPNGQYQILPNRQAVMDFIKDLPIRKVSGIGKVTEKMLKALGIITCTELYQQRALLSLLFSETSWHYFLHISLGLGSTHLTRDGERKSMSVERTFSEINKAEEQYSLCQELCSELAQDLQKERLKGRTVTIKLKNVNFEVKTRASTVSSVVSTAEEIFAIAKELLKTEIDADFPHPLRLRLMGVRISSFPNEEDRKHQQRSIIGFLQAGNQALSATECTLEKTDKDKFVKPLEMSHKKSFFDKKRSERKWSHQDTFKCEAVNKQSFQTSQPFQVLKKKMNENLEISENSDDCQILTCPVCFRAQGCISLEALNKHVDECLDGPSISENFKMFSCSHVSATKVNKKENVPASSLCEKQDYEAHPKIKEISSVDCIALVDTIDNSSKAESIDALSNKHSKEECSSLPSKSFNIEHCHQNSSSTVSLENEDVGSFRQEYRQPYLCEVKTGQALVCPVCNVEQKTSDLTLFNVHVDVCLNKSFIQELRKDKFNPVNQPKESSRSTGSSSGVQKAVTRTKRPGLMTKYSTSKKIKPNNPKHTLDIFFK
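10 nM Pol kappa preincubated 15 min at room temperature with compounds, then reaction started with substrate at 50 nM final. Fluorescence read kinetically at 0 and 10 min; buffer-only wells served as negative control.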
Pol beta inh: qHTS Assay for Inhibitors of DNA Polymerase Beta. P06746. Pol beta primer extension/strand displacement, fluorescence kinetic. Potency, µM (doses to about 114 µM), inactives show at the highest dose activity change, negative = inhibition, most hits filed as inhibitors. hit rate 1.3% among 340,000. AID 485314, 2010; further: on the % scale 0 is the no-effect control and ±100 the full control effect
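Pol beta (10 nM) and compounds were preincubated 15 min at room temperature, then 50 nM substrate (final) started primer extension/strand displacement. Reads were taken at 0 and 10 min; concentration-response data were fitted to a four-parameter Hill equation.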
Pol iota inh: qHTS for Inhibitors of Polymerase Iota | DNA polymerase iota (Homo sapiens), Q9UNA4 | Pol iota fluorescent replication assay, 10 min | Potency, µM (doses to about 115 µM), without a hit: at the highest dose activity, negative = inhibition, usual class: inhibitors | hit rate 1% among 390,000
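Pol iota at 10 nM preincubated 15 min with compounds at room temperature; reaction started with fluorescent substrate, 50 nM final. Fluorescence read kinetically at 0 and 10 min; buffer-only wells as negative control.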
Apoferritin bind: qHTS Assay for Identification of Novel General Anesthetics; Ferritin light chain (Equus caballus), P02791; apoferritin/1-aminoanthracene competitive binding, fluorescence; Potency, µM (highest dose often 77.5 µM), for the others: at the top dose activity change, negative = displacement, most hits filed as inhibitors; hit rate 0.074% among 350,000; further: on the % scale 0 is the no-effect control and ±100 the full control effect; nearly all actives have a fitted effect of over 20% in size
Target sequence (P02791 2-175 limits assumed): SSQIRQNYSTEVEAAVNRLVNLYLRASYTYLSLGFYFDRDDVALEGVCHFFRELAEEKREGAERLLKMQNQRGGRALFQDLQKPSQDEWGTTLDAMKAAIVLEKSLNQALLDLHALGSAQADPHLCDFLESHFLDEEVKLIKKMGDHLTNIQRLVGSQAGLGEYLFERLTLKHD
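Read-out: endpoint 1-AMA fluorescence, excitation 380 nm and emission 535 nm, after compounds sit 10 min at room temperature with 10 uM horse-spleen apoferritin in 50% saturated 1-AMA/PBS. Values come from four-parameter Hill fits.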
Starred values were filed as active, the others as inactive; ? = inconclusive; nt = no result given; & = joins results of further samples; [ ] = dose if it differs, or a comment. The call rests on the fitted dose curve; in most records, active means well fitted curve in the direction sought with a large enough effect; inconclusive means small, poorly fitted or top-dose-only effect, or another doubt; inactive means no such curve, though single readings can be large; an effect the other way counts as inactive or inconclusive. Potency means the concentration at half of the fitted maximal effect.

SMILES	G9a block	BAZ2B block	BLM helicase inh	APEX1 inh	POLH inh	POLK inh	Pol beta inh	Pol iota inh	Apoferritin bind
COCCn1c(SCC(=O)Nc2cc(C)on2)nc2ccccc21	3.9%	-3.2%	-1.7%	20.9%	-14.8%	-7.4%	3.7%	174.7%[activator]	-3.8%
CC(C)C(=O)Nc1ccc(C(=O)NNC(=S)NC(=O)c2ccco2)cc1	?	16.3%	-1.3%	25.3%	26.6%	-11.3%	-1.6%	11.1%	1.1%
CCCN1C(=O)C(NC(=O)c2ccccc2OC)(C(F)(F)F)C(C(=O)OC)=C1C (stereo unspecified)	-2.3%[59 µM]	-14.0%	-3.6%	nt	-15.9%	10.0%	-5.6%	35.1%[activator]	-10.0%
CCn1c(CC(=O)Nc2ccccc2OC)nnc1SCC(=O)Nc1ccccc1F	2.1%	-13.1%	3.5%	2.0%	-11.1%	12.9%	35.9%	21.5%	-7.7%
CCc1ccc(S(=O)(=O)Nc2cccc(C3OCCCO3)c2)cc1	30.3%[activator]	9.5%	-2.6%	16.8%	-1.7%	-7.9%	25.7%	79.3%[activator]	-9.6%
Cc1ccc(N2CC(C(=O)Nc3nnc(C(C)C)s3)CC2=O)cc1 (stereo unspecified)	5.8%[12.7 µM]	-2.9%	-2.7%	-8.3%	-11.5%	-16.9%	5.2%	10.6%	-9.9%
CCOc1ccc(N2C(=O)c3ccc(C(=O)OCc4c(C)noc4C)cc3C2=O)cc1	17.1%	2.6%	0.7%	-1.7%	-9.0%	7.8%	7.2%	-10.5%	-5.3%
O=C(CSc1ccccc1)Nc1cccc(S(=O)(=O)N2CCOCC2)c1	7.8%[12.7 µM]	-3.1%	nt	-2.7%	-8.0%	-9.6%	nt	-11.4%	nt
O=C(CSc1nnc(CNc2ccc(F)cc2)n1Cc1ccccc1)N1CCOCC1	?	0.2%	-2.0%	2.6%	-11.9%	3.6%	8.0%	?	-11.5%
Cc1cc(=O)[nH]c(SCC(=O)Nc2cc(S(=O)(=O)N3CCCC3)ccc2Cl)n1	nt	-7.8%	3.1%	-3.3%	-20.5%	4.4%	?	-1.4%	-8.1%
CC(C)n1ncc2c(C(=O)NCC(=O)Nc3ccccc3Br)cc(C3CC3)nc21	59.6%[activator][12.7 µM]	25.1%	nt	-6.2%	-24.6%	0.5%	nt	3.1%	nt
COC(=O)c1cc(NC(=O)C2COc3ccccc3O2)ccc1Cl (stereo unspecified)	22.4%[12.7 µM]	10.1%	-5.8%	12.2%	-21.0%	-9.8%	0.0%	16.5%	-0.6%
O=C(NC1(C(=O)NC2CCCCC2)CCCCC1)c1ccccn1	?	?	-1.1%	-2.3%	-5.8%	-8.1%	3.3%	8.3%	-15.7%
O=Cc1ccc(Oc2cnccn2)cc1	1.8%	-7.5%	-3.8%	-4.8%	-15.0%	-3.2%	-6.3%	44.3%[activator]	-1.6%
CC(=O)c1ccc(NC(=O)C(C)n2nc(-c3ccccc3)c3cc(Cl)ccc32)cc1 (stereo unspecified)	-9.0%	-23.7%	-6.9%	?	-6.3%	9.6%	0.4%	12.0%	-14.0%
O=C(CN(CCc1ccccc1)C(=O)CNS(=O)(=O)c1ccccc1)NCc1ccco1	22.9%[59 µM]	0.7%	0.4%	2.4%	-11.6%	1.7%	19.4%	12.0%	-15.0%
CCOC(=O)N1CCC(NC(=O)CC(NS(=O)(=O)c2ccc(Cl)cc2)c2ccco2)CC1 (stereo unspecified)	?	11.9%	-0.7%	-1.1%	-1.4%	-9.6%	6.3%	0.9%	-2.7%
O=C(O)c1ccccc1Nc1cccc(OCc2ccc3ccccc3n2)c1	11.2µM*	44.7µM*	-11.9%	-17.8%&-6.6%&9.4%	?	?	6.6%[57.1 µM]	?	nt
CCOC(=O)C(Cc1ccccc1)NC(=O)CCc1nnc2ccc(N3CCCC3)nn12 (stereo unspecified)	1.5%	-12.7%	1.6%	19.1%	-21.4%	2.9%	33.9%[activator]	44.5%	-10.6%
CCCC(C(=O)NC1CCCC1)N(C(=O)Cn1nnc(-c2ccc(C)o2)n1)c1ccccc1OC (stereo unspecified)	19.3%[59 µM]	-35.1%	-3.8%	18.9%	-4.5%	-14.0%	4.8%	14.5%	-11.8%
CCOC(=O)N1CCN(C(=O)COC(=O)C2CCN(S(=O)(=O)c3c(C)c(C)cc(C)c3C)CC2)CC1	-3.6%	0.7%	nt	5.8%	-17.0%	-11.5%	nt	25.1%	nt
N#Cc1ccc(-c2ccc(OCC(O)Cn3nnc4ccccc43)cc2)cc1 (stereo unspecified)	22.3%[59 µM]	6.9%	-9.5%	3.4%	3.3%	-2.4%	11.4%	10.6%	38.7%[activator]
Cc1cccc(N(CC(=O)NCCSCc2ccc(Cl)cc2)S(C)(=O)=O)c1C	-5.1%[59 µM]	-1.0%	-10.2%	nt	-24.2%	-3.3%	-1.9%	16.0%	-10.9%
Clc1ccccc1-c1nnc2sc(-c3ccncc3)nn12	?	2.1%	-1.6%	1.4%	-9.8%	2.4%	-0.6%	-1.2%	-17.0%
O=C(c1ccc(NS(=O)(=O)c2cccs2)cc1)N1CCOCC1	-0.7%	-2.8%	-1.1%	40.9%	-12.0%	-7.8%	0.5%	28.3%	-3.8%
CCOC(CCNC(=O)c1cc2c(=O)[nH]c3ccccc3c2s1)OCC	-5.5%	0.6%	-7.8%	14.9%	-15.2%	-6.2%	3.1%	66.0%[activator]	-10.5%
COc1ccc(Cl)cc1NC(=O)CN(C)C(=O)c1cn2ccccc2n1	1.5%[59 µM]	-32.4%	nt	45.3%[activator]	-10.7%	1.6%	nt	15.3%	nt
CN(C)c1ccc(C(=C2C=CC(=[N+](C)C)C=C2)c2c(O)c(S(=O)(=O)[O-])cc3cc(S(=O)(=O)O)ccc23)cc1	?	nt	-16.4%	nt	nt	8.91µM*	nt	?	nt
CC(C)(C)OC(=O)N1CCN(C(=O)c2[nH]cnc2C(=O)NCc2ccccc2)CC1	12.0%[0.501 µM]	3.9%	nt	-15.2%	-7.2%	-8.4%	nt	21.4%	nt
CCc1ccc(-c2cc(C)no2)cc1S(=O)(=O)Nc1cc(C)on1	2.2%	-26.8%	-1.8%	-2.0%	0.1%	-17.3%	-1.1%	3.6%	0.2%
Cc1cc(NC(=O)C2C3C=CC(C3)C2C(=O)O)no1 (stereo unspecified)	-5.3%[2.33 µM]	?	0.1%	?	-5.2%	3.0%	?	-0.9%	-4.0%
O=C(Nc1ccc2[nH]ncc2c1)c1ccccc1	24.5%[59 µM]	-0.7%	-5.2%	0.2%	3.9%	3.2%	2.8%	24.5%	-2.6%
COc1ccccc1NC(=O)N(Cc1cc2cc(OC)c(OC)cc2[nH]c1=O)CC1CCCO1 (stereo unspecified)	12.4%[59 µM]	-10.4%	1.3%	-10.0%	-16.5%	-1.1%	0.1%	-3.3%	-12.9%
COc1ccc(COc2ccc3ccc(=O)oc3c2)cc1	22.0%	29.9%	-3.5%	20.7%	0.3%	-8.9%	14.6%	-17.3%	-18.4%
CCOc1ccc(S(=O)(=O)N(CC(=O)Nc2ccc3c(c2)OCO3)c2ccc(C)cc2)cc1	-44.9%[59 µM]	-19.5%	-5.7%	nt	0.2%	3.7%	0.0%	8.3%	12.0%
Cc1oc2c(c1C(=O)N1CCOCC1)C(=O)c1ccccc1C2=O	-50.2%[59 µM]	-20.3%	-4.7%	?	-9.3%	-4.0%	1.4%	-7.7%	-5.9%
Fc1ccccc1Oc1ncnc2c1oc1ccccc12	31.0%[59 µM]	6.1%	-1.6%	nt	-14.1%	0.2%[60.1 µM]	10.3%	7.0%	6.3%
CC(C)c1ccc(/C=C(\NC(=O)c2ccccc2)C(=O)NCCN2CCOCC2)cc1	12.1%	0.0%	0.3%	-0.1%	nt	nt	10.3%	nt	-8.2%
CC1=C(C(=O)OCc2ccccc2)C(c2ccc(Cl)cc2Cl)NC(=O)N1CCCCCC(=O)O (stereo unspecified)	?	?	-1.6%	20.5%	0.4%	-0.2%	-11.9%	-12.4%	0.1%
CN1CCN(c2ccccc2NC(=O)c2ccc(N3CCCC3)c([N+](=O)[O-])c2)CC1	50.1µM*	?	3.0%	-1.4%	-20.5%	-0.6%	-13.9%	94.2%[activator]	-15.1%
Cc1ccc(C(=O)c2c(NC(=O)CSc3nnc(N)s3)sc3c2CCCC3)cc1	?	?	-19.8%	1.6%	-8.6%	-21.2%	-1.8%	5.8%	?
CCCCN(CCCC)CC(O)CN1C(=O)NC(C)(C)C1=O (stereo unspecified)	13.7%[12.7 µM]	-6.5%	-1.5%	-0.4%	-5.9%	7.0%	29.0%	1.3%	-13.2%
COc1ccc(OC)c(-c2cc(C(=O)Nc3cccc(Cl)c3)no2)c1	?	6.4%	-4.8%	-2.0%	-9.0%	-2.4%	28.7%	12.4%	-9.4%

3 compounds from above, showing only Pol iota inh, BAZ2B block and POLH inh:
smiles	Pol iota inh	BAZ2B block	POLH inh
O=C(CSc1nnc(CNc2ccc(F)cc2)n1Cc1ccccc1)N1CCOCC1	?	0.2%	-11.9%
CCCC(C(=O)NC1CCCC1)N(C(=O)Cn1nnc(-c2ccc(C)o2)n1)c1ccccc1OC (stereo unspecified)	14.5%	-35.1%	-4.5%
CC(=O)c1ccc(NC(=O)C(C)n2nc(-c3ccccc3)c3cc(Cl)ccc32)cc1 (stereo unspecified)	12.0%	-23.7%	-6.3%

Some of the compounds tested (hit frequency here may not be typical).
